Bioassay records as filed in PubChem.
A549 viability: kills or reduces viability of A549 cells in Nrf2 counter-screen; A549 ARE-Fluc cells, CellTiter-Fluor viability, 18-24 h; 390,000 tested, 0.16% active; AID 504648; Potency, µM (titrated, usually from 46 µM), for the others: top-dose activity change, negative = cytotoxicity, most hits filed as inhibitors; further: potency means the concentration at half of the fitted maximal effect; on the % scale 0 is the no-effect control and ±100 the full control effect
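A549 ARE-Fluc cells in 5% FBS OPTI-MEM, 5000 cells/well, rested 2 h then exposed to compounds in concentration-response for 18-24 h at 37 °C. Viability by CellTiter-Fluor fluorescence (Ex 405/Em 525) after 30 min; luciferase luminescence (BugLite, 15 min, RT) read afterwards.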
MCF10A rerep: inducers of DNA re-replication in MCF 10A breast cells; MCF 10A DNA re-replication, Hoechst nuclear intensity, 48 h; Potency, µM (titrated, usually from 46.1 µM), for the others: at the top dose activity, positive = re-replication, most hits filed as activators; 350,000 tested, 2.9% active; AID 624296; further: potency means the concentration at half of the fitted maximal effect; % of control where 0% means no effect; nearly all actives have a fitted effect of over 50% in size
ATXN2 expr inh: ATXN2 expression inhibition. HEK-293 ATXN2-luciferase reporter, luminescence, 24 h. Potency, µM (series often up to 57 µM), without a hit: at the highest dose activity change, negative = inhibition, most hits filed as inhibitors. 360,000 tested, 0.72% active. AID 1745845; further: potency means the concentration at half of the fitted maximal effect; on the % scale 0 is the no-effect control and ±100 the full control effect; nearly all actives have a fitted effect of over 55% in size
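qHTS (up to 57 uM final) was run with 24 h compound exposure of reporter cells at 37 °C. Each well was multiplexed: SteadyGlo luminescence measured ATXN2-luciferase expression after a fluorogenic Gly-Phe-AFC viability readout (25 uM final).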
Nrf2 block: blocks Nrf2 signaling. A549 ARE-Fluc reporter, luciferase luminescence, 18-24 h. Potency, µM (series often up to 46 µM), for the others: top-dose activity change, negative = inhibition, usual class: inhibitors. 360,000 tested, 2.1% active. AID 504444; further: potency means the concentration at half of the fitted maximal effect; on the % scale 0 is the no-effect control and ±100 the full control effect; nearly all actives have a fitted effect of over 60% in size
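In this cell-based qHTS, ARE-driven firefly luciferase in A549 cells reports Nrf2 activity; the luminescent signal after BugLite lysis is the measured value, with a prior CellTiter-Fluor read for cell health.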
Nrf2 activator: Nrf2 pathway activation. Potency, µM (titrated, usually from 46.1 µM), without a hit: at the highest dose activation, actives largely listed as activators. AREc32 ARE-luciferase reporter (MCF7-derived line), luminescence, 24 h. AID 624171. 410,000 tested, 0.31% active; further: potency means the concentration at half of the fitted maximal effect; % of control where 0% means no effect; nearly all actives have a fitted effect of over 65% in size
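Each well held 1000 AREc32 cells, which were incubated with compound for 24 hr at 37 deg C after overnight attachment, and ARE reporter activity was quantified by firefly luciferase luminescence.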
TGFb inhibitor: blocks TGF-b signaling; HepG2 CAGA-GFP TGF-b/SMAD3 reporter, GFP fluorescence, 18 h; TGF-beta stimulated, 500 pg/mL final; 410,000 tested, 1.2% active; Potency, µM (series often up to 46.1 µM), for the others: at the top dose activity, negative = inhibition, hits mostly inhibitors; further: potency means the concentration at half of the fitted maximal effect; on the % scale 0 is the no-effect control and ±100 the full control effect; nearly all actives have a fitted effect of over 65% in size
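HEPG2 CAGA-GFP cells (1000/well, DMEM with 1% FBS) were pre-incubated 2 h at 37 degrees C, given compound by pin tool, then stimulated with TGF-beta at 500 pg/mL final for 18 h before per-cell GFP fluorescence imaging.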
S2 tox: reduces viability in counter-screen for ATXN expression inhibitors; S2 cells (HEK-293 line with an ATXN2-luciferase reporter) viability, CellTiter-Fluor protease fluorescence, 24 h; Potency, µM (doses to about 56.7 µM), hits mostly cytotoxic; 400,000 tested, 0.49% active; further: potency means the concentration at half of the fitted maximal effect; nearly all actives have a fitted effect of over 40% in size
HepG2 viability: counter-screen for TGF-b inhibitors: cytotoxicity in HepG2 cells. HepG2 CAGA-GFP viability, ATP luminescence, 18 h. Potency, µM (highest dose often 46.1 µM), for the others: top-dose activity change, negative = cytotoxicity, actives largely listed as cytotoxic. 410,000 tested, 0.76% active; further: potency means the concentration at half of the fitted maximal effect; some results filed as inactive show a strong effect at the top dose
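HepG2 CAGA-GFP cells (1000/well, DMEM with 1% FBS) received compound, then TGF-beta at 500 pg/mL final, and were incubated 18 hours at 37 degrees C. Viability was read by CellTiter-Glo luminescence. Media-only wells were set as complete cell-killing and DMSO as no toxicity.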
IL-1B inflam inh: inflammasome signaling inhibition, IL-1 beta readout; THP-1 LPS/ATP IL-1B secretion, AlphaLISA, 16 h; stronger effect = lower value; 360,000 tested, 4.7% active; activity change, % at 57.5 µM; in the data active means activity change below about -50%; inconclusive means mostly about -30% to -49%; further: on the % scale 0 is the no-effect control and ±100 the full control effect
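THP-1 cells pretreated 1 hr with compounds (up to 57.5 uM final), then stimulated with LPS (250 ng/mL final) plus ATP (1.25 mM final); secreted IL-1B measured by AlphaLISA after 16 hr, decreased signal indicating inhibition.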
An asterisk follows results filed as active; i = inactive; ? = inconclusive; · = no result given; & = joins results of further samples; [ ] = dose if it differs, or a comment. Unless noted, the call rests on the fitted dose curve; in most records, active means well fitted curve in the direction sought with a large enough effect; inconclusive means small, poorly fitted or top-dose-only effect, or another doubt; inactive means no such curve, though single readings can be large; an effect the other way counts as inactive or inconclusive.

SMILES | A549 viability | MCF10A rerep | ATXN2 expr inh | Nrf2 block | Nrf2 activator | TGFb inhibitor | S2 tox | HepG2 viability | IL-1B inflam inh
COc1cc(/C=C/C(=O)Nc2ccc(C)cc2)cc(OC)c1OC | 2% | 15% | 2% | -23% | 1.8% | ? | i | -19% | 15
C#CCOCCOCCOCCNc1nc(N2CCN(C(=O)C([C@@H](C)O)n3cc([C@@H](N)CCCCN)nn3)CC2)nc(N2CCN(C(=O)[C@H](CCCN=C(N)N)n3cc(C(N)[C@@H](C)CC)nn3)CC2)n1 (stereo partly specified) | -11% | 0% | 3% | 8% | 0.2% | -1% | i | 5% | 11
COc1ccccc1NCCC(=O)OCC(=O)NC1CC1 | -11% | 0% | · | 11% | 0.5% | -11% | i | -1% | 11
Nc1c2c(nc3ccccc13)CCCC2 | -13%&2% | ? | ? | -9%&-3% | 0.4%&1.0% | 2%&25%&-2% | ? | -4%&6%&8% | -18&-20
CCOC(=O)c1ccccc1NC(=O)N1CCN2CCCCC2C1 (stereo unspecified) | 9% | · | · | 8% | 2.3% | ? | · | -2% | ·
CCc1ccc(/C=N/NC(=O)c2nnn(-c3nonc3N)c2CN2CCOCC2)cc1 | -1% | 6% | · | -3% | -0.6% | 15% | i | -4% | -9
C[C@@H]1NC(=O)c2cc([N+](=O)[O-])cc(I)c2NCC[C@@H](C(N)=O)NC(=O)[C@H](CC(N)=O)NC1=O | ? | -16% | 16% | 7% | -1.1% | 5% | i | 3% | 25
Cc1ccc(CNc2c(C)c(C)nc3nncn23)cc1 | -7% | · | -22% | 3.7µM* | 4.3% | -12% | i | -33% | ·
CCN(CC)C(=O)COc1ccc2c3c(c(=O)oc2c1)CCCC3 | -1% | 10% | 11% | -23% | 2.0% | 2% | i | -3% | -19
COc1ccc2nc(NC(=O)CCNC(=O)c3ccccc3Cl)sc2c1 | 2% | ? | 14% | 0% | 0.2% | 9% | i | 8% | -5

For convenience, some entries already given:
SMILES | A549 viability | MCF10A rerep | ATXN2 expr inh | Nrf2 block | Nrf2 activator | TGFb inhibitor | S2 tox | HepG2 viability | IL-1B inflam inh
Cc1ccc(CNc2c(C)c(C)nc3nncn23)cc1 | -7% | · | -22% | 3.7µM* | 4.3% | -12% | i | -33% | ·
CCN(CC)C(=O)COc1ccc2c3c(c(=O)oc2c1)CCCC3 | -1% | 10% | 11% | -23% | 2.0% | 2% | i | -3% | -19
COc1ccc2nc(NC(=O)CCNC(=O)c3ccccc3Cl)sc2c1 | 2% | ? | 14% | 0% | 0.2% | 9% | i | 8% | -5

Continuation.
SMILES | A549 viability | MCF10A rerep | ATXN2 expr inh | Nrf2 block | Nrf2 activator | TGFb inhibitor | S2 tox | HepG2 viability | IL-1B inflam inh
COc1ccc(N(CC(=O)NCCc2ccc(C)cc2)S(=O)(=O)c2c(C)noc2C)cc1 | -19% | -1% | · | 23µM* | 2.5% | -24% | i | -22% | -11
C#CCOCCOCCOCCNc1nc(N2CCN(C(=O)C([C@@H](C)CC)n3cc(C(N)COC(=O)C(F)(F)F)nn3)CC2)nc(N2CCN(C(=O)C([C@@H](C)CC)n3cc(C(N)CC(C)C)nn3)CC2)n1 (stereo partly specified) | -6% | -10% | 8% | 12% | -0.6% | 4% | i | 2% | 9
CCc1nc2nc(C)c(NS(=O)(=O)c3ccc(C(C)(C)C)cc3)c(=O)n2[nH]1 | 0% | · | 11% | 12% | -0.3% | 4% | i | 2% | ·
O=C(Nc1ccc(Cl)c(C(F)(F)F)c1)C1CCN(S(=O)(=O)c2cccc3nonc23)CC1 | -17% | · | -4% | ? | 7.9% | ? | i | -29% | ·
Cc1ccc2c(c1)c1c(n2CC(O)CN2CCC(C)CC2)CCCC1 (stereo unspecified) | 0% | 25% | · | 5% | -2.1% | ? | ? | -63% | -65*
CCc1cc(-c2n[nH]c(C)c2-c2nc3ccccc3n2C)c(O)c(CN2CCN(C)CC2)c1O | -3% | -6% | -22% | 8% | -0.2% | 8% | ? | -11% | -12
O=S1(=O)C[C@H](N2CC[C@@H](O)C2)[C@@H](COCc2ccccc2)N1 | · | · | -2% | · | 0.2% | -10% | i | -53% | 11
c1ccc2c(-c3c[nH]c4ccccc34)c3ccccc3nc2c1 | ? | 8.2µM* | ? | ? | 0.4% | ? | i | -29% | -19
CC(C)NC(=O)COc1ccc(S(=O)(=O)N2CCCC2)cc1 | 1% | 7% | -6% | -7% | 0.5% | ? | i | 4% | -2
CC(C)NC(=O)CN1CCN(Cc2nc(-c3cccs3)no2)CC1 | 0% | 14% | -4% | 0% | -0.2% | 8% | i | -14% | 20
Cc1ccc(S(=O)(=O)[N-]c2nc3ccccc3nc2-[n+]2cc(C)cc(C)c2)cc1 | -23% | 8% | · | -16% | -1.0% | 29% | i | 14% | -4
Cc1ccc(C(=O)NS(=O)(=O)c2ccc(C)cc2)cc1 | 11% | 3% | 2% | 1% | 0.0% | 4% | i | -2% | 14
C=CCn1c(C)nnc1SCC(=O)Nc1ccc2c(c1)OCCO2 | -7% | -5% | 2% | 1% | -0.6% | 7% | i | -17% | -3
COC(=O)c1[nH]c2c(c1C)C(=O)CC(c1cccc(OC)c1)C2 (stereo unspecified) | ? | ? | -15% | 9% | 0.2% | -24% | i | 10% | 5
COC(=O)c1ccc(CSc2nc3c(cnn3-c3ccc(C)c(C)c3)c(=O)[nH]2)o1 | -3% | 2% | -15% | -21% | 0.5% | 2% | i | -12% | 69
O=S(=O)(c1cccc(-c2cn3cccnc3n2)c1)N1CCCCCC1 | -7% | -20% | -5% | -18% | -0.5% | ? | i | -5% | -1
O=C(CC1Sc2ccc(C(F)(F)F)cc2NC1=O)Nc1ccc(Cl)c(C(F)(F)F)c1 (stereo unspecified) | -15% | · | ? | ? | -1.1% | 14µM* | i | -97% | ·
COc1ccc(C(=O)NCCNC(=O)c2ccc(C)nc2)cc1 | -6% | 5% | -3% | -4% | -0.8% | 6% | i | -61% | 15
CC(C)[C@H](NC(=O)c1ccccc1)C(=O)OCC(=O)NCCC1=CCCCC1 | -2% | 16% | 0% | 8% | -0.3% | -7% | i | -21% | 0
COc1cccc(CNC(=O)Cn2c(=O)oc3cc(S(=O)(=O)N4CCC(C)CC4)ccc32)c1 | -1% | · | -11% | -17% | 0.3% | ? | i | -12% | ·
CCN1CCN(CC(=O)c2ccc(OC)cc2)CC1 | 1% | 2.1µM* | -9% | 1% | 0.3% | 16% | ? | 1% | 8
CCOC(=O)N1CCC(NC(=O)c2cc(COc3c(C)cccc3C)on2)CC1 | -2% | 15% | -18% | ? | 0.4% | -23% | i | -22% | ?
Cc1cccc(C)c1NC(=O)CS(=O)(=O)c1nc(-c2ccc(Cl)cc2)cn1-c1ccccc1 | 2% | · | -39% | 24%[9.27 µM] | 5.2% | ? | ? | 0% | ·
Cc1ccccc1Nc1nc(CSc2nnc(-c3ccoc3C)n2C)cs1 | -11% | 8% | · | -12% | 0.4% | 0% | · | -10% | -24
CC(=O)c1ccc(N2CCN(c3ccc(NC(=O)c4ccc(F)cc4)cc3C(=O)O)CC2)cc1 | -4% | · | 8% | · | -1.3% | ? | i | -54% | ·
CCCCNC(=O)c1onc(CSc2ccccn2)c1C(=O)NCCCC | 3% | 3% | -18% | -17% | -0.5% | ? | i | -15% | ?
OC(CN1CCOCC1)Cn1c(-c2cccc(Cl)c2)nc2ccccc21 (stereo unspecified) | 19% | 11% | -4% | 9% | -0.2% | 25% | i | -6% | 15
O=S(=O)(c1ccccc1)N1CCN(Cc2c(O)ccc3ccccc23)CC1 | 0% | 1% | 3% | -21% | 12% | -19% | i | -29% | ?
O=S(=O)(Nc1cccc(-c2ccc(N3CCCCCC3)nn2)c1)c1ccc(C(F)(F)F)cc1 | -6% | 9% | 42%[activator] | ? | 3.7% | -11% | i | -6% | 23
C=CCn1c(O)c(N=NC(=S)Nc2ccc(OC)cc2)c2ccccc21 | ? | 1% | ? | ? | 0.1% | ? | ? | -30% | 9

In the list so far, these have a furan ring, fused or not.
SMILES | A549 viability | MCF10A rerep | ATXN2 expr inh | Nrf2 block | Nrf2 activator | TGFb inhibitor | S2 tox | HepG2 viability | IL-1B inflam inh
COC(=O)c1ccc(CSc2nc3c(cnn3-c3ccc(C)c(C)c3)c(=O)[nH]2)o1 | -3% | 2% | -15% | -21% | 0.5% | 2% | i | -12% | 69
Cc1ccccc1Nc1nc(CSc2nnc(-c3ccoc3C)n2C)cs1 | -11% | 8% | · | -12% | 0.4% | 0% | · | -10% | -24

Further compounds
SMILES | A549 viability | MCF10A rerep | ATXN2 expr inh | Nrf2 block | Nrf2 activator | TGFb inhibitor | S2 tox | HepG2 viability | IL-1B inflam inh
CC(C)(C)NC(=O)c1cc(Cl)ccc1[N+](=O)[O-] | -9% | 3% | -3% | -8% | -0.7% | -19% | i | 1% | 3
CCOC(=O)C(=NC(C)CC)NNc1ccc(Br)cc1 (stereo unspecified) | 0% | ? | -30% | 27% | 2.3% | -3% | i | -15% | 16
Cc1cccc(CSc2nnc([C@@H]3CCCN3C(=O)OC(C)(C)C)o2)c1 | -5% | -2% | -17% | -14% | -0.4% | -2% | i | 0% | ?
C=CCn1c(=O)c2c(C)c(C)sc2n2c(Nc3ccccc3)nnc12 | -3% | -4% | 2% | 11% | 0.2% | -16% | i | 4% | -18
CC(=O)NCCNc1nc2cc(-c3ccccc3)sc2c(=O)n1C | · | · | -11% | · | 1.2% | 9% | i | -8% | 49
COc1ccc(S(=O)(=O)N2CCCCC2)cc1NC(=O)c1[nH]c(C)c(C(C)=O)c1C | -1% | 4% | 25% | 18µM* | 11% | 2% | i | -9% | 39
CCNC(=O)/C=C/c1ccccc1[N+](=O)[O-] | -7% | -1% | · | -26% | 2.6% | 9% | i | -4% | 11

An unsorted share of the library; overall some 8.8% were active at least once.
